# Screening data from PubChem BioAssay.
# hIAP act: human IAP activation; 330,000 tested, 0.16% active; purified human IAP, CDP-Star luminescence, 30 min; hits give high values; 1 = vehicle-only enzyme, 0 = enzyme-free background; activation factor at 10 µM; P09923;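 active means activation factor of the enzyme at least 2-fold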; further: the source names both 10 and 20 µM as test concentration; values of inactives mirror those of a sister screen read the other way
# APOBEC3A inh: human APOBEC3A DNA deaminase inhibition; P31941; recombinant A3A, FAM/TAMRA ssDNA deamination fluorescence; inhibition, % at 20 µM; 330,000 tested, 0.41% active; AID 493011;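 active means at least 40% inhibition at 20 µM here, with at most 30% in a related deaminase screen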;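 further: plate controls were A3A with DMSO for no effect and wells lacking A3A enzyme for full effect; some results filed as inactive read as strong as hits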
# Target sequence (P31941 whole entry, looked up): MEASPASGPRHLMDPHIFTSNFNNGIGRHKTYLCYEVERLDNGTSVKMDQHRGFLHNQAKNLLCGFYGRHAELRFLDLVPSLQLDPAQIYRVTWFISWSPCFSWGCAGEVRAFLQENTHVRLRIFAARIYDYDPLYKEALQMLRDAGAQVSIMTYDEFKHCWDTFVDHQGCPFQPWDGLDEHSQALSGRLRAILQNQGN
# APOBEC3G inh: inhibitors of human APOBEC3G DNA deaminase; inhibition, % at 20 µM; 330,000 tested, 0.28% active; recombinant A3G, ssDNA deamination FAM/TAMRA fluorescence; AID 493012;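 active means inhibition of at least 40% at 20 µM, with no more than 30% in the related APOBEC3A deaminase screen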;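 further: plate controls were DMSO wells with A3G for no effect and wells lacking A3G enzyme for full effect; some compounds called inactive have numbers as strong as hits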
# Target sequence (Q9HC16 whole entry, looked up): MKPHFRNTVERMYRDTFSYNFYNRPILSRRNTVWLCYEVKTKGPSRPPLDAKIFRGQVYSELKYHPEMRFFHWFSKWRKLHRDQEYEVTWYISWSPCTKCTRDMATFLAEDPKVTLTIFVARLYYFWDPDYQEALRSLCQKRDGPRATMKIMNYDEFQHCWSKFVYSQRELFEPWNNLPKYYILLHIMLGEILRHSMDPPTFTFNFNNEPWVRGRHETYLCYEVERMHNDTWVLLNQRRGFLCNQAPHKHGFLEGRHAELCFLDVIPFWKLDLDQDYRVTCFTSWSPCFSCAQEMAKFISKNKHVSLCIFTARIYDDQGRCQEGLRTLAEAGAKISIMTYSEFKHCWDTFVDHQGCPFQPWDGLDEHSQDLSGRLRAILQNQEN
# MIN6 prolif: induces beta-cell replication in MIN6 cells; proliferation, % at 10 µM; AID 2380; 330,000 tested, 0.29% active; MIN6 cells proliferation, ATPlite luminescence, 48 h; cells starved in 0.2% serum; 100% = growth in 10% serum;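 active means compounds whose signal lies at least 3.5 SD above the mean of all wells on their plate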;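 further: 0% = DMSO-treated cells in low-serum medium and 100% = 10% serum control; some compounds called inactive have numbers as strong as hits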
# mIAP block: blocks mouse intestinal alkaline phosphatase | purified mouse IAP, CDP-Star luminescence, 30 min | inhibition, % at 10 µM | 330,000 tested, 0.2% active;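 active means inhibition of at least 40% at 10 µM in the primary screen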;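 further: plate controls were DMSO with enzyme for no effect and no enzyme wells for full effect; values of inactives mirror those of a sister screen read the other way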
# hIAP block: blocks human intestinal alkaline phosphatase. P09923. purified IAP, CDP-Star luminescence, 30 min. inhibition, % at 10 µM. 330,000 tested, 0.12% active. AID 2544;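 active means inhibition reaching a set limit with compound at 10 µM in the primary screen, cut at about 35% in these data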;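 further: plate controls were DMSO wells with enzyme for no effect and no-enzyme buffer wells for full effect; values of inactives mirror those of a sister screen read the other way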
# MPTP block: blocks calcium-induced mitochondrial swelling. isolated mouse mitochondria, Ca2+ swelling absorbance, 30 min. 360,000 tested, 1.4% active. inhibition, % at 10 µM. AID 602449;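 active means inhibition of 50% or more, scaled per plate between neutral and stimulator controls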;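 further: 0% = DMSO wells given calcium and 100% = 1 mM EGTA wells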
# mIAP activ: mouse IAP activation; muIAP, CDP-Star luminescence, 30 min; hits give high values; 1 = vehicle-only enzyme signal, 0 = enzyme-free wells; activation factor at 10 µM; 330,000 tested, 0.24% active; AID 2805;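 active means activation factor of at least 2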; further: the source names both 10 and 20 µM as test concentration; values of inactives mirror those of a sister screen read the other way
#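 System: Mouse IAP enzyme | Also added: CDP-Star substrate | Dosing: Compounds dispensed in DMSO | Schedule: 30 min enzyme-substrate-compound incubation at room temperature | Technique: Chemiluminescence readout | Control set: DMSO-only wells and no-enzyme negative control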
# NR3A LBD binder: modulators (binders) of human NR3A ligand-binding domain; NR3A LBD differential scanning fluorimetry, Tm shift; 0% = protein alone, 100% = glycine-bound protein; Tm shift relative to glycine control, % at 25 µM; 340,000 tested, 2.5% active;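 active means melting temperature shift of at least 10% of the positive control shift, at one fixed dose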
# Starred values were filed as active, the others as inactive; · = no result given.
SMILES,hIAP act,APOBEC3A inh,APOBEC3G inh,MIN6 prolif,mIAP block,hIAP block,MPTP block,mIAP activ,NR3A LBD binder
O=C(CSc1nc2c(sc3ccccc32)c(=O)n1-c1ccccc1)NCc1ccco1,0.96,0,0,2,7,4,-1.3,0.93,-4
O=C1C=CN(Cc2ccccc2)C(c2ccccc2)C1 (stereo not given),0.85,-4,-5,2,8,15,0.4,0.93,-2
OCCN1CCOCCOCCN(CCO)CCN(CCO)CC1,1.1,-3,-4,-2,-1,-6,-0.4,1,-2
O=C(CCC1CC(=O)Nc2ccccc21)NCc1cccnc1 (stereo not given),1.3,-1,-8,-1,-9,-26,1.5,1.1,-1
O=C(O)CCCC(=O)N1CCN(C(c2ccccc2)c2ccccc2)CC1,0.85,-2,-4,1,4,15,1.6,0.96,-1
O=C(O)c1c2c(nc3ccccc13)/C(=C/c1ccccc1[N+](=O)[O-])CCC2,1,0,-1,0,2,-2,-1.9,0.98,-2
CC(=O)Oc1ccc(C(=O)Nc2ccc3c(c2)OCCO3)cc1,1.1,-3,-5,-3,2,-12,-0.6,0.98,-7
CC1CC(=O)NN=C1c1cccs1 (stereo not given),1,-4,-6,-2,-3,-4,3.9,1,3
Cc1cc(C)c(NC(=O)CS(=O)CC(=O)Nc2cccnc2)c(C)c1 (stereo not given),0.95,-1,-7,-1,4,5,-1.4,0.95,-1
C#CCCOC(=O)N1C2=NC(C(=O)OC)=C(C(=O)OC)[C@@H]3N(C)c4ccc(OC)cc4[C@]23C[C@H]1C(=O)OC,1.1,-6,-6,-5,-5,-8,-0.8,1.1,-2
C/C(CC(=O)NC1CCCCC1)=N\NC(=O)Cc1ccc(-c2ccccc2)cc1,1.2,-2,-3,-3,-10,-24,-0.5,1.1,-2
COc1ccc(N2CCN(C(=O)COC(=O)c3ccco3)CC2)cc1,1.1,-4,-11,-3,-2,-14,-0.6,1,3
O=c1[nH]c(CN2CCCCC2)nc2ccccc12,1.1,-5,-5,-5,-5,-13,-0.5,1,1
CC(=O)N1c2ccc(S(=O)(=O)N3CCCCC3)cc2CC1C(=O)NCc1ccccc1C (stereo not given),1,-2,0,0,1,0,-1.3,0.99,1
Cc1cc(C)cc(OC(=O)CCN2C(=O)c3ccccc3C2=O)c1,1,-1,-5,2,-5,-3,-1.5,1.1,-5
COC(=O)c1c(C)[nH]c(C(=O)CSc2ncnc3sc(-c4ccccc4)cc23)c1C,1.1,-1,-7,-2,9,-6,2.3,0.91,-3
O=C(c1ccc(Oc2ccc([N+](=O)[O-])cc2)cc1)N1CCCCCC1,1.1,-5,-6,-3,4,-14,37,0.96,0
COc1cc(/C=N/NC(=O)c2ccncc2)ccc1OCCN1CCCCC1,1.1,2,-7,-2,-1,-7,1.4,1,-8
COc1cc(/C=N/NC(=O)c2cccnc2)ccc1OS(=O)(=O)c1ccc(C)cc1,1.1,3,-5,-3,-3,-12,-0.1,1,2
COc1ccccc1N1CCN(S(=O)(=O)CCNC(=O)C2CCCCC2)CC1,0.98,-1,-9,2,0,2,0.0,1,2
COCCN(C(=S)Nc1cc(C)cc(C)c1)C(C)c1ccco1 (stereo not given),1,0,-5,0,-12,-1,0.9,1.1,2
COC(=O)C1CCN(c2cc(=O)n(Cc3ccc(F)cc3)c(=O)[nH]2)CC1,1.1,0,1,-1,-5,-7,-0.6,1,2
CC(CCC(C)OC(=O)c1ccccc1C(=O)O)OC(=O)c1ccccc1C(=O)O (stereo not given),1.1,1,5,3,-9,-9,0.1,1.1,0
O=c1ccc2cc(S(=O)(=O)Nc3ccc(Br)cc3)ccc2o1,1,-7,-6,4,-6,0,0.2,1.1,9
COc1cccc(OCc2cc(C(=O)NC(C)c3cnn(C)c3C)no2)c1 (stereo not given),1.1,-4,-5,7,0,-7,1.2,1,-1
O=C(Nc1ccon1)c1ccc(OC2CCCC2)cc1,0.98,2,-3,-5,-5,2,8.8,1,23*
CC(C)(C)NC(=O)c1ccc2nsnc2c1,0.95,-3,-5,0.0*,-5,5,-0.8,1,0
CCn1nc(C)c(CNC(=O)Nc2ccc3c(c2)OCO3)c1C,1.1,3,-6,-2,-2,-5,0.2,1,1
CCN(C#N)c1nc(NC(C)C)nc(NC(C)(C)C)n1,1.3,-5,-2,-3,-12,-31,0.0,1.1,2
COc1cccc(-c2nn(-c3ccccc3)cc2C(=O)O)c1,0.92,-15,-6,-3,7,8,2.5,0.93,1
CC(C)CN(C)C(=O)CC1C(=O)NCCN1C (stereo not given),1.1,-2,-8,-2,5,-11,0.8,0.95,0
Cc1ccc(C(=O)NC(=S)Nc2ccccc2N2CCOCC2)cc1C,0.65,-1,-4,-7,2,35,0.4,0.98,-397
O=C(NN1C(=O)c2cc(Br)ccc2NC1c1ccccc1Cl)c1ccncc1 (stereo not given),1.1,3,-1,-4,4,-11,2.2,0.96,3
CC1CN(C(=O)CCC(=O)N2CCOCC2)c2ccccc2O1 (stereo not given),0.95,-3,-3,5,1,5,-1.8,0.99,-1
S=C(NCCN1CCOCC1)NC1CCCCC1,1.2,-5,-8,1,-20,-19,5.1,1.2,1
CSCCC(NC(=O)COc1ccccc1)C(=O)N1CCCC(C)C1 (stereo not given),0.91,-1,-4,0,7,9,-0.8,0.93,1
Nc1nc2ccccc2n1/N=C/c1cccnc1,0.97,-2,-3,1,6,3,-0.8,0.94,1
CN(C)S(=O)(=O)c1ccc(NC(=O)c2c(F)cccc2Cl)cc1,1.1,2,2,2,-3,-11,-0.1,1,0
CC(C)N(C#N)c1nc(N2CCOCC2)nc(N2CCOCC2)n1,1.1,-1,0,0,0,-6,-0.3,1,0
CCc1ccc(C(=O)NNC(=O)C2CCN(c3ncnc4sc(C)c(C)c34)CC2)cc1,1.3,0,-9,-1,0,-29,-0.3,1,-3
CCCCCSc1ncccc1C(=O)O,0.99,1,10,-2,-7,1,1.4,1.1,-1
COc1cccc(CCc2nnc(CCC(=O)N3CCN(Cc4ccccn4)CC3)o2)c1,1.1,2,-1,-3,6,-7,2.3,0.94,1
CC(Oc1cc2oc(=O)c3c(c2cc1Cl)CCC3)C(=O)NCC1CCC(C(=O)O)CC1 (stereo not given),1.1,-4,-1,1,11,-9,-0.2,0.89,5
COc1ccc(C(=O)Oc2ccc3c(c2)OCO3)cc1OC,0.92,1,-2,0,8,8,0.5,0.92,-2
CCc1cccc(C)c1NC(=S)NCc1ccc2[nH]c(C)cc2c1,0.79,-7,-12,-7,3,22,1.3,0.97,-3
Cc1ccnc(NC(=O)CCC(=O)N(CC(=O)NCCc2ccccc2)c2ccccc2F)c1,0.84,-1,-4,0,-1,16,0.3,1,1
Cc1ccccc1NC(=O)C(C)OC(=O)C1CC(=O)N(Cc2ccco2)C1 (stereo not given),1.1,9,-9,-4,-4,-11,-2.7,1,2
Cc1csc(CNc2ncnc3ccc(-c4ccccc4Cl)cc23)c1,1,-2,-4,-5,-11,0,3.1,1.1,-18
COc1cccc(N2CCN(C(=O)c3ccc(CS(=O)c4ccc(C)cc4)o3)CC2)c1 (stereo not given),1,-4,1,-2,4,-4,-0.2,0.96,0
CCCCN(C(=O)C(CCSC)N1C(=O)c2ccccc2C1=O)c1c(N)n(CCC)c(=O)[nH]c1=O (stereo not given),1,-4,-6,-2,6,-1,0.4,0.94,1

# Arranged by number of heavy atoms (lowest first): four of the compounds above.
SMILES,hIAP act,APOBEC3A inh,APOBEC3G inh,MIN6 prolif,mIAP block,hIAP block,MPTP block,mIAP activ,NR3A LBD binder
CC1CC(=O)NN=C1c1cccs1 (stereo not given),1,-4,-6,-2,-3,-4,3.9,1,3
CC(C)(C)NC(=O)c1ccc2nsnc2c1,0.95,-3,-5,0.0*,-5,5,-0.8,1,0
CCc1cccc(C)c1NC(=S)NCc1ccc2[nH]c(C)cc2c1,0.79,-7,-12,-7,3,22,1.3,0.97,-3
O=C(NN1C(=O)c2cc(Br)ccc2NC1c1ccccc1Cl)c1ccncc1 (stereo not given),1.1,3,-1,-4,4,-11,2.2,0.96,3

# (cont.)
SMILES,hIAP act,APOBEC3A inh,APOBEC3G inh,MIN6 prolif,mIAP block,hIAP block,MPTP block,mIAP activ,NR3A LBD binder
COC(=O)CSc1ccc(-c2nc3ccc(C)cc3[nH]2)cn1,1.1,0,-1,-5,0,-8,-2.3,1,-4
Cc1noc(C)c1NC(=O)N(C)C[C@H]1Oc2ccc(NC(=O)C3CCCCC3)cc2C(=O)N([C@H](C)CO)C[C@@H]1C,0.92,1,-6,-2,-7,8,-1.9,1.1,2
CN(Cc1ccc(Cl)cc1)C(=O)c1ccccc1SCC(=O)N1CCCC1,1,1,-7,1,-4,-2,-1.4,1,1
COc1cc(OC)cc(-c2cc(N3C(=O)Nc4ccccc4N3O)n[nH]2)c1,1.1,-2,-2,3,6,-8,0.2,0.94,-6
COc1ccc(N(CCC(=O)O)S(=O)(=O)c2ccc(C)cc2C)cc1,1,5,-10,0,-2,-1,-1.7,1,1
CC1(c2ccc(OC(F)F)cc2)NC(=O)N(CC(=O)Nc2cccnc2Cl)C1=O (stereo not given),1.1,2,-4,-1,9,-12,-1.0,0.91,2
O=C(CNS(=O)(=O)c1ccc(Br)s1)NC1CCCc2ccccc21 (stereo not given),1.1,-2,-6,1,3,-6,4.7,0.97,-1
COc1ccc2c(-c3ccccc3)cc(=O)[nH]c2c1,1.1,10,1,3,6,-9,-1.1,0.94,1
CN1CCN(C2=C(Cl)C(=O)N(C3CCCCC3)C2=O)CC1,0.98,-1,-6,-5,7,2,-0.7,0.93,0
Cc1ccc(N=C2CCCN2Cc2ccccc2)c(C#N)c1,1,1,-1,-2,3,-3,0.0,0.97,-1
CC1(C)Cc2c(sc3nc(N/N=C/c4ccccc4)[nH]c(=O)c23)CO1,0.93,-2,-6,-3,5,7,1.2,0.95,-9
O=C(CNC(=O)c1ccc(Cl)cc1)OCC(=O)c1ccc2c(c1)OCCO2,0.88,4,1,0,-6,12,-2.0,1.1,2
Cc1ccc2c(c1)nnn2C1CCN(S(=O)(=O)c2ccc(C(=O)O)cc2)CC1,0.97,-4,-6,-1,0,3,-0.8,1,-2
COc1cc(CC(=O)OCC(=O)N2CC(C)CC(C)C2)cc(OC)c1OC (stereo not given),1.1,-1,-4,-3,-10,-7,-1.6,1.1,-1
COCCNc1nc(-c2cc(C(=O)Nc3ccccc3)on2)cc(C(C)C)n1,0.81,-1,-1,-2,4,19,·,0.96,·
C=CCOC(=O)C1=C[C@H](c2ccc3c(c2)OCO3)C[C@H](OCCCCO)O1,1.2,0,5,0,13,-16,-0.1,0.87,-3
Cc1ccc(S(=O)(=O)N2CCNC(=O)CC2)cc1,0.96,1,-10,-2,-3,4,-0.5,1,0
CCOc1ccc(NC(=O)Cc2cccc3ccccc23)c([N+](=O)[O-])c1,0.94,-3,-6,-3,15,6,17,0.85,-3
CC(C)(C)n1nc2c(c1NC(=O)c1ccc(S(=O)(=O)N3CCCC3)cc1)CSC2,0.99,1,-6,1,7,1,-2.0,0.93,-2
O=C(O)c1ccc(CNCc2ccc(F)cc2)cc1,0.86,-1,-2,1,15,14,2.2,0.85,0
CC1CCCC(C)N1S(=O)(=O)c1ccc(NC(=O)CCn2cnc3ccccc3c2=O)cc1 (stereo not given),0.93,1,-4,-2,1,7,-1.7,0.99,-3
O=C(NCc1ccc(F)cc1)c1ccncc1,0.85,2,-3,-1,6,15,-0.5,0.94,-1
